# High-throughput results: PubChem, National Center for Advancing Translational Sciences (NCATS)
# KDM4E inh: blocks human JMJD2E demethylase activity; Potency, µM (doses to about 57.1 µM), for inactives: top-dose activity change, negative = inhibition, actives largely listed as inhibitors; JMJD2E catalytic domain, FDH-coupled NADH fluorescence (FDH is formaldehyde dehydrogenase); actives 1.6% (n = 230,000); active = well fitted inhibition curve with a large enough effect, not every such curve was filed as active; inconclusive = small, poorly fitted or top-dose-only effect, or another doubt; inactive = no such curve, though single readings can be large or run the other way;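 also: 0% = wells with enzyme and -100% = buffer wells without enzyme; nearly all actives have a fitted effect of over 50% in size; many of its hits are not listed in these tables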
# TRb SRC2 PPI: TRbeta-SRC2 interaction inhibition; P10828; TRbeta-SRC2 peptide binding, fluorescence polarization; receptor liganded with 1 µM T3; Potency, µM (top dose mostly 106 µM), for inactives: at the highest dose activity change, negative = inhibition, actives largely listed as inhibitors; actives 0.065% (n = 280,000); AID 1469;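 also: plate controls were bound peptide for no effect and peptide without receptor for full effect; nearly all actives have a fitted effect of over 50% in size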
# Target sequence (P10828 whole entry, looked up): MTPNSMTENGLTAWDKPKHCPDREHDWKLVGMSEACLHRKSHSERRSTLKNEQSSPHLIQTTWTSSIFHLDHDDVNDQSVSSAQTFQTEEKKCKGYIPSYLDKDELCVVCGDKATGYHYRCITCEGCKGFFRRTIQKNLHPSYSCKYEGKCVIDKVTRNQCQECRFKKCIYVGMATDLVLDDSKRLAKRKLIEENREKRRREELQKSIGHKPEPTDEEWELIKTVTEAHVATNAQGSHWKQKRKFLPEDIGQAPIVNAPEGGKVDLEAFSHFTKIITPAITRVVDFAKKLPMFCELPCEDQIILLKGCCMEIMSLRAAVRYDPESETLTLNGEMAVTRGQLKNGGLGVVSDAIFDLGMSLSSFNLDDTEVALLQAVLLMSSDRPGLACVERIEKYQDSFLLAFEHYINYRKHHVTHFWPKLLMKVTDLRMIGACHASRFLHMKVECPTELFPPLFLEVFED
#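 Assay buffer: 20 mM Tris-HCl, 100 mM NaCl, 10% glycerol, 1 mM EDTA, 0.01% NP-40, 1 mM DTT, 1 uM T3, 5% DMSO; TRb LBD 0.6 uM, Texas Red SRC2 20 nM; FP after 5 hr.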
# L3MBTL1 block: inhibitors of human L3MBTL1. Q9Y468. AlphaScreen L3MBTL1–H3K9me1 peptide binding. Potency, µM (series often up to 57.1 µM), inactives show at the highest dose activity, negative = inhibition, actives largely listed as inhibitors. actives 0.66% (n = 230,000); also: nearly all actives have a fitted effect of over 60% in size
#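 L3MBTL1 50 nM + b-AHA-H3(1-15)K9me1 75 nM, 30 min RT; compound added, 30 min RT; streptavidin donor/Ni-chelate acceptor beads 10 ug/mL each final, 30 min RT dark; AlphaScreen read.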
# Tau ThT inhib: blocks human tau fibril formation measured by thioflavin T | P10636 | recombinant tau K18 P301L, heparin-induced fibrillization, ThT fluorescence | Potency, µM (series often up to 57.4 µM), for inactives: at the top dose activity, negative = inhibition, most hits filed as inhibitors | actives 2.1% (n = 270,000) | AID 1460; also: nearly all actives have a fitted effect of over 55% in size
# Target sequence (P10636 561-689 P618L limits assumed): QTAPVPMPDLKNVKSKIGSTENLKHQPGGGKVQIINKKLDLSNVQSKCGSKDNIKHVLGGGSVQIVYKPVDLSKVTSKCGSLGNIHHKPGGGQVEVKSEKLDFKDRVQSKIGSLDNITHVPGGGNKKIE
#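 Using a mix of unlabeled (15 uM) and Alexa 594-labeled (0.24 uM) tau K18 P301L, heparin-triggered fibrillization over 6 hr at 37 C was scored by ThT fluorescence.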
# Tau fibril FP: blocks human tau fibril formation measured by polarization; K18 P301L tau heparin fibrillization, Alexa594 FP, 6 h; Potency, µM (doses to about 57.7 µM), without a hit: top-dose activity, negative = inhibition, most hits filed as inhibitors; actives 0.39% (n = 280,000); also: nearly all actives have a fitted effect of over 55% in size
#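 Heparin (20 uM) drove fibril formation of recombinant tau K18 P301L, 15 uM unlabeled with 0.24 uM Alexa 594 label, for 6 hr at 37 C in 100 mM sodium acetate pH 7. Fluorescence polarization (555/632 nm) read 1 hr after 30 uM ThT.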
# RECQ1 helicase: blocks DNA unwinding by human RECQ1; AID 2549; Potency, µM (top dose mostly 57.3 µM), for the others: at the highest dose activity, negative = inhibition, actives largely listed as inhibitors; actives 0.54% (n = 240,000); RECQ1 DNA unwinding, red fluorescence kinetic read;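 also: plate controls were vehicle for no effect and no enzyme for full effect; nearly all actives have a fitted effect of over 30% in size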
#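 RECQ1T1 50 nM; forked duplex (20 bp + 30-nt ss tails) 200 nM, ATP 2 mM final; pH 8.0, 2 mM MgCl2, 2.5 ug/ml poly(dI-dC); 15 min compound preincubation; discontinuous kinetic read over 2 h at RT.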
# GoLoco inh red: inhibitors of human Gai1-RGS12 GoLoco interaction (red fluorophore). AID 880. P63096. Potency, µM (top dose mostly 61.6 µM), without a hit: at the highest dose activity, negative = inhibition, hits mostly inhibitors. Gai1:RGS12 GoLoco peptide FP, rhodamine, 10 min. actives 0.44% (n = 230,000); active = well fitted inhibition curve with a large enough effect, not every such curve was filed as active; inactive = no such curve, though single readings can be large or run the other way; also: nearly all actives have a fitted effect of over 30% in size; many of its hits are not listed in these tables
# Target sequence (P63096 whole entry, looked up): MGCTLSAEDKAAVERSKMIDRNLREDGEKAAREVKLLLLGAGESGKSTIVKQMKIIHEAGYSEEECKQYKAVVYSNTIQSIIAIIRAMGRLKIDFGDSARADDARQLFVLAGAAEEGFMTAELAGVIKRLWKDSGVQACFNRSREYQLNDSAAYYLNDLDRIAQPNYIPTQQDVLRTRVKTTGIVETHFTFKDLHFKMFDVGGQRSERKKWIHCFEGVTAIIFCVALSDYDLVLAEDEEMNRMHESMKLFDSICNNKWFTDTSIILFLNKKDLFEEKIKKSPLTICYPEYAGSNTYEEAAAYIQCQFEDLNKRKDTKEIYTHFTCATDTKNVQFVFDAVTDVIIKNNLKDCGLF
# TexasRed fluor: Texas Red fluorescence interference in TRb-SRC2 counter-screen; TRb/SRC2 Texas Red total fluorescence interference; Potency, µM (titrated, usually from 106 µM), without a hit: at the highest dose fluorescence change, negative = quenching; actives 0.29% (n = 280,000); AID 1479; active = well fitted curve in either direction with a large enough effect; inconclusive = small, poorly fitted or top-dose-only effect
#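 Flags fluorescent or light-absorbing compounds by total fluorescence, S + 2P, at 555 nm excitation and 632 nm emission. Mixture: 20 nM Texas Red SRC2 peptide, 0.6 uM human TRb LBD, 1 uM T3, 5% DMSO; compound exposure 5 h at ambient temperature.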
# * marks the source's active call; other numbers are inactive results; i = inactive; ? = inconclusive; . = not tested or not shown; & = joins results of further samples; [ ] = another dose, or the depositor's remark. Unless noted, calls follow the shape of the dose curve; as a rule, active = well fitted curve in the direction sought with a large enough effect; inconclusive = small, poorly fitted or top-dose-only effect, or another doubt; inactive = no such curve, though single readings can be large; an effect the other way counts as inactive or inconclusive. Unless noted, % is scaled to controls: 0 for no effect and ±100 for the full control effect; potency is read from the fitted curve at half-maximal effect.
no.	SMILES	KDM4E inh	TRb SRC2 PPI	L3MBTL1 block	Tau ThT inhib
1	Nc1cc(Oc2cccnc2)cc([N+](=O)[O-])c1	-1%	-1%	11%	-10%
2	COc1ccc(-c2cn3c4c(sc3n2)CCCC4)cc1	-13%	1%	.	?
3	C[C@H]1CC[C@H]2C(=O)N3[C@H](c4cccc(N5CCCC5=O)c4)[C@@H](C)CC[C@H]3C(=O)N2[C@@H]1c1cccc(N2CCCC2=O)c1	-2%	-9%	-5%	-16%
4	COc1ccc(C(=O)COC(=O)C2CCN(S(=O)(=O)c3cccc4cccnc34)CC2)cc1	-6%	5%	-6%	?
5	COC(=O)CSc1nnc(CNC(=O)c2ccc(S(=O)(=O)N(C)C)cc2)n1C	2%	3%	.	1%
6	c1csc(-c2nn3c(Cn4cnc5ccccc54)nnc3s2)c1	-24%	-10%	5%	-10%
7	COc1ccc2c(c1)OC(c1ccccc1)(C(F)(F)F)NC2=O (stereo not given)	1%	-25%	6%	-1%
8	O=C(CN1CCOCC1)n1c2ccccc2c2ccccc21	6%	6%	10%	0%
9	S=c1[nH]nc(-c2cc(-c3ccccc3)n[nH]2)n1/N=C/c1c(Cl)cccc1Cl	-21%	14%	-12%	?
10	Cc1csc(NC(=O)c2ccc(S(=O)(=O)N(C)c3ccccc3)cc2)n1	5%	-10%	-5%	-10%
11	CO[C@@H]1COC(=O)CC=C[C@@H](C)[C@@H]2C=C[C@H](O)[C@@H](COC(=O)C/C=C\[C@H]1C)O2	.	-1%[11.2 µM]	.	-5%[11.5 µM]
12	CCOC(=O)c1cc(-c2csc(-c3ccc(C(F)(F)F)cc3)n2)on1	-13%	-2%	6%	-21%

no.	Tau fibril FP	RECQ1 helicase	GoLoco inh red	TexasRed fluor
1	-7%	i	-5%	1%
2	13%	-6%	3%	-6%
3	-10%	5%	-9%	-2%
4	9%	6%	10%	-2%
5	-3%	-9%	5%	-2%
6	1%	-11%	-10%	1%
7	3%	1%	3%	-2%
8	6%	-4%	0%	-2%
9	2%	-21%	1%	-4%
10	?	6%	-1%	-3%
11	3%[11.6 µM]	i[11.5 µM]	.	1%[11.2 µM]
12	-11%	i	7%	-2%

# Compound profiles (already shown):
# Profile of C[C@H]1CC[C@H]2C(=O)N3[C@H](c4cccc(N5CCCC5=O)c4)[C@@H](C)CC[C@H]3C(=O)N2[C@@H]1c1cccc(N2CCCC2=O)c1 → KDM4E inh = -2%; TRb SRC2 PPI = -9%; L3MBTL1 block = -5%; Tau ThT inhib = -16%; Tau fibril FP = -10%; RECQ1 helicase = 5%; GoLoco inh red = -9%; TexasRed fluor = -2%
# Profile of COc1ccc(-c2cn3c4c(sc3n2)CCCC4)cc1 → KDM4E inh = -13%; TRb SRC2 PPI = 1%; L3MBTL1 block = .; Tau ThT inhib = ?; Tau fibril FP = 13%; RECQ1 helicase = -6%; GoLoco inh red = 3%; TexasRed fluor = -6%
# Profile of COc1ccc(C(=O)COC(=O)C2CCN(S(=O)(=O)c3cccc4cccnc34)CC2)cc1 → KDM4E inh = -6%; TRb SRC2 PPI = 5%; L3MBTL1 block = -6%; Tau ThT inhib = ?; Tau fibril FP = 9%; RECQ1 helicase = 6%; GoLoco inh red = 10%; TexasRed fluor = -2%

# (next part)
no.	SMILES	KDM4E inh	TRb SRC2 PPI	L3MBTL1 block	Tau ThT inhib
13	CCN1CCN(C(=S)c2ccc(OC)cc2)CC1	-9%	4%	0%	-8%
14	COc1cccc(C(=O)Oc2c(CN3CCOCC3)cc(Cl)c3cccnc23)c1	-24%	-6%	.	-20%
15	CCOC(=O)Cn1c(=O)n(C2CCCCC2)c2nc(-c3c(F)cccc3Cl)nc(C(N)=O)c21	.	-1%	.	-6%
16	Cn1c(=O)[nH]c(=O)c2c1nc(NCCCn1ccnc1)n2CCOc1ccccc1	5%	0%	-2%	-6%
17	C/C(=N\NC(=O)c1c[nH]c2ccccc12)c1ccccn1	?	7%	8.9µM*	?
18	O=C(Cc1c[nH]c2ccccc12)NCc1ccco1	8%	-10%	-11%	-5%
19	CCOC(=O)c1cc(-c2ccc(OC)cc2)nn1-c1ccccc1C(=O)O	-21%	-3%	?	-6%
20	COc1cc(OC)cc(C(=O)Nc2ncc3c(n2)CC(C)CC3=O)c1 (stereo not given)	3%	7%	3%	-5%
21	COc1ccc(C)cc1NC(=O)c1cc2ccccc2o1	284%[activator]	3%	-3%	-1%
22	CCN(CC(=O)Nc1c(C(=O)OC)[nH]c2ccc(C)cc12)c1ccc2c(c1)OCO2	-27%	-11%	?	?
23	Cc1nn(CC(O)Cn2cnc3c2c(=O)n(C)c(=O)n3C)c(C)c1Br (stereo not given)	6%	-5%	7%	-10%
24	CC1=CC(C)(C)N2C(=O)C3(SCC(=O)N3c3ccc(O)cc3)c3cc(C)cc1c32 (stereo not given)	-2%	-10%	-14%	-17%

no.	Tau fibril FP	RECQ1 helicase	GoLoco inh red	TexasRed fluor
13	1%	i	-3%	3%
14	5%	i	3%	-10%
15	-1%	.	.	-5%
16	10%	4%	7%	-1%
17	0%	-22%	24%	-1%
18	7%	-10%	11%	-2%
19	2%	7.9µM*	2%	-1%
20	4%	-3%	2%	-5%
21	-12%	-6%	5%	-3%
22	-2%	i	.	-4%
23	-5%	-4%	4%	-1%
24	6%	i	-1%	0%

# Next results follow:
no.	SMILES	KDM4E inh	TRb SRC2 PPI	L3MBTL1 block	Tau ThT inhib
25	CCOc1cc(N2CCOCC2)c(OCC)cc1NC(=O)CSc1ncn[nH]1	-19%	-12%	.	-17%
26	CCC(CC)C(=O)Nc1cccc(-c2nc3cccnc3s2)c1	.	0%	.	5%
27	CCC1=C(c2ccc(C)cc2)S(=O)(=O)N=C1N1CCC(C(=O)NCc2ccc(N(C)C)cc2)CC1	.	1%	.	-5%
28	Cc1ccc(NC(=O)N2CCc3c(sc4c3CCCC4)C2c2ccccc2)cc1F (stereo not given)	.	5%	.	2%
29	Cc1cc(-c2cc(C(=O)O)c3ccccc3n2)c(C)s1	?	-4%	0%	4%
30	Cc1ccc(NS(=O)(=O)c2cc(-c3n[nH]c(=O)c4ccccc34)ccc2C)cc1	?	1%	-12%	4%
31	Cc1cc(C)c(S(=O)(=O)NCc2csc(-c3ccccc3)n2)c(C)c1	.	4%	.	-12%
32	COc1ccc(NC(=O)c2cc3cccc(OC)c3oc2=Nc2ccc(C(=O)O)cc2)cc1OC	?	4%	.	14µM*
33	CCN(c1ccccc1)c1cc(NC)[n+](C)c(C)n1	14%	0%	.	-1%
34	O=S(=O)(Nc1nc2ccccc2nc1NCC1CCCO1)c1cccc(Cl)c1 (stereo not given)	?	2%	9%	-21%
35	COc1ccc2[nH]c3c(N4CCN(Cc5ccc6c(c5)OCO6)CC4)ncnc3c2c1	?	-10%	-4%	?
36	O=C1c2c(O)cc(O)cc2OC(c2ccc(O)c(O)c2)C1O (stereo not given)	8.9µM*	13%&1%	.	?

no.	Tau fibril FP	RECQ1 helicase	GoLoco inh red	TexasRed fluor
25	1%	-4%	9%	8%
26	-5%	.	.	-1%
27	12%	.	.	-7%
28	-7%	.	.	0%
29	4%	28%	7%	-5%
30	-16%	-12%	5%	-1%
31	5%	.	.	-1%
32	?	-5%	7%	-14%
33	1%	-8%	1%	-1%
34	10%	-3%	5%	-3%
35	?	-28%	.	-4%
36	3%&1%	-5%	-36%&1%	-23%&-3%

# (list continues)
no.	SMILES	KDM4E inh	TRb SRC2 PPI	L3MBTL1 block	Tau ThT inhib
37	CC(C)OC(=O)CSc1nnc(-c2ccncc2)n1N	2%	-3%	1%	0%
38	O=c1c2ccccc2cnn1-c1ccc2ccccc2c1	-9%	2%	.	-15%
39	CCOC(=O)C1=CN(c2cccc(F)c2)C=C(C(=O)OCC)C1c1cc(OC)c(O)c([N+](=O)[O-])c1	2%	-11%	-5%	13µM*
40	CCOc1ccc(S(=O)(=O)N(CC)CC)cc1NS(=O)(=O)c1ccc(F)c(F)c1F	5%	-3%	9%	-4%
41	CCOC(=O)c1c(N)sc(C(=O)Nc2ccccc2F)c1C	-24%	-4%	-8%	?
42	C/C(=N\NC(=O)c1ccccc1)c1ccc(-n2ccnc2)cc1	21%	1%	?	?
43	CCC(C)NC(=O)c1ccccc1-c1nc2ccccc2[nH]1 (stereo not given)	?	-7%	.	-5%
44	CSc1nc2cc(S(=O)(=O)N3CCOCC3)ccc2s1	-2%	-22%	10%	2%
45	CCCSc1nnc2c(n1)OC(c1sccc1C)Nc1ccccc1-2 (stereo not given)	.	-3%	.	-5%
46	Cc1cc(C)nc(SCc2nnc(SCC(=O)Nc3ccc(C)c(C)c3)n2Cc2ccco2)n1	-3%	2%	.	-16%
47	CC(O)C#C[Si](C)(C)c1ccccc1 (stereo not given)	-2%	3%	.	1%
48	Cc1ccc(C(=O)Nc2ccc(Br)c(C(F)(F)F)c2)cc1	-3%	4%	23%	?

no.	Tau fibril FP	RECQ1 helicase	GoLoco inh red	TexasRed fluor
37	1%	-4%	-4%	0%
38	0%	-4%	15%	-2%
39	9%	i	7%	2%
40	2%	-2%	-17%	1%
41	?	i	6%	-5%
42	0%	-4%	.	-6%
43	?	-1%	4%	-1%
44	7%	-10%	4%	0%
45	0%	.	.	0%
46	2%	10%	8%	1%
47	2%	4%	3%	-1%
48	?	-8%	4%	-6%

# By substructure: those above containing bromine
no.	SMILES	KDM4E inh	TRb SRC2 PPI	L3MBTL1 block	Tau ThT inhib
23	Cc1nn(CC(O)Cn2cnc3c2c(=O)n(C)c(=O)n3C)c(C)c1Br (stereo not given)	6%	-5%	7%	-10%
48	Cc1ccc(C(=O)Nc2ccc(Br)c(C(F)(F)F)c2)cc1	-3%	4%	23%	?

no.	Tau fibril FP	RECQ1 helicase	GoLoco inh red	TexasRed fluor
23	-5%	-4%	4%	-1%
48	?	-8%	4%	-6%

# Only part of the results is shown (hit frequency here may not be typical).
